Screens deposited in PubChem BioAssay by several laboratories.
STEP inh – inhibitors of human striatal-enriched phosphatase STEP | P54829 | recombinant STEP, OMFP fluorogenic substrate, fluorescence | inhibition, % at 20 µM | actives 0.25% (n = 360,000) | AID 588621;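 active means inhibition at 20 µM, scaled per plate between control wells, above about 37%, limit read from the data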;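 further: 0% = DMSO with enzyme and substrate and 100% = substrate only without enzyme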
Target sequence (P54829 whole entry, looked up): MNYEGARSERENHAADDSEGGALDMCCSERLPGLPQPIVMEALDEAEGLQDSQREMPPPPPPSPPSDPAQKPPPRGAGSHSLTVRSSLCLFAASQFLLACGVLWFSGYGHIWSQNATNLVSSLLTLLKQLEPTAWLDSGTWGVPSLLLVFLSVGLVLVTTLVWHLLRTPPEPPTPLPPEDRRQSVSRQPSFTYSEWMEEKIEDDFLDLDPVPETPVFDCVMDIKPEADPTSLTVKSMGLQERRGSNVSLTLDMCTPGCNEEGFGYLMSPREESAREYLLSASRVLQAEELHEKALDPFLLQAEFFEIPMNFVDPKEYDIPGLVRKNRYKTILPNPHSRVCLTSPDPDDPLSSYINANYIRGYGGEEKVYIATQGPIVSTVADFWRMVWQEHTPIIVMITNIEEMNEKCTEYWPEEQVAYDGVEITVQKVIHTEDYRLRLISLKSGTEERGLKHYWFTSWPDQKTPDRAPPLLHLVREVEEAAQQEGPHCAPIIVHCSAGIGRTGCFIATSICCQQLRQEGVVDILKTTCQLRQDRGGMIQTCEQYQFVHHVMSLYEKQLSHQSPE
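System: isolated STEP enzyme; schedule: 20 min enzyme reaction at room temperature, protected from light; medium: Bis-Tris buffer pH 6.0, 2.5 mM DTT, 0.005% Tween 20; signal: fluorescence, 480/540 nm; dosing: single compound dose of 20 µM, 1% DMSO final; also added: OMFP substrate, 25 µM final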
CSN inh – inhibitors of human CSN-mediated cullin deneddylation; Q92905; Purified CSN, SCF-Nedd8-OG deneddylation, fluorescence polarization; inhibition, % at 12.5 µM; actives 0.38% (n = 360,000); AID 651999;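 active means pattern-corrected inhibition above about 35%, with an unprinted fluorescence ratio check between 0.5 and 1.5, limit read from the data, passing the limit was not always enough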;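 further: 0% = enzyme with substrate and 100% = substrate without enzyme; some results filed as inactive read as strong as hits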
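Detection – fluorescence polarization · System – HEK293T-derived human Csn5 enzyme · Controls – substrate-only high control, full reaction low control · Timing – 90 min, room temperature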
NadD inh – inhibitors of Staphylococcus aureus NadD; purified NadD enzyme, colorimetric absorbance read-out; inhibition, % at 20 µM; actives 0.78% (n = 360,000); AID 602399; in the data active means inhibition above about 26%; further: some compounds past the cut are filed as inactive
MLLE-PAM2 inh – inhibitors of microRNA-mediated deadenylation, human PABP1 MLLE binding; P11940; GST-MLLE / FITC-PAM2 fluorescence polarization; inhibition, % at 20 µM; actives 0.36% (n = 360,000); in the data active means inhibition above about 35%, passing the limit was not always enough;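 further: plate controls were DMSO wells with GST-MLLE for no effect and wells lacking GST-MLLE protein for full effect; some results filed as inactive read as strong as hits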
SUMO1-SIM PPI – alters human SUMO1 binding to SIM partners | SUMO1 binding to a labelled peptide, TR-FRET, 1 h | inhibition, % at 20 µM | actives 0.33% (n = 360,000) | AID 602429; in the data active means inhibition above about 37%
LMPTP inh – LMPTP (human) inhibition. P24666. actives 0.22% (n = 360,000). AID 651560. inhibition, % at 20 µM. recombinant LMPTP-A, OMFP fluorogenic substrate, fluorescence intensity;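 active means compounds that cut the enzyme signal by at least half of the control window in the single-dose screen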;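 further: plate controls were DMSO wells with enzyme plus substrate for no effect and substrate without enzyme for full effect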
Target sequence (P24666 whole entry, looked up): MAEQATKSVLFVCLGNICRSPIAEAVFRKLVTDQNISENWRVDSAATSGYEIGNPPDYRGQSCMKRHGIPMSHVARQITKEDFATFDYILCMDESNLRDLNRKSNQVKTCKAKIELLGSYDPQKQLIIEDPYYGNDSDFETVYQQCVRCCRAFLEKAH
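Assay system: LMPTP-A enzyme. Input: 0.625 nM LMPTP-A final. Probe or stimulus: 400 µM OMFP. Compound dosing: single 20 µM dose. Schedule: 50 min dark incubation at room temperature. Detection: fluorescence intensity of OMFP turnover product. Read-out: percent inhibition versus substrate-only and uninhibited controls. Benchmarks: no-enzyme low control, uninhibited high control.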
TbMetRS inhib – blocks T. brucei methionyl-tRNA synthetase activity | purified T. brucei MetRS, ATP depletion, Kinase-Glo luminescence | AID 624268 | inhibition, % at 11.9 µM | actives 0.4% (n = 360,000);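 active means inhibition above a per-plate cutoff of the control wells' mean inhibition plus 3 SD, cut at about 5.5% in these data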;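 further: 0% = DMSO wells median and 100% = median of wells with control inhibitor compound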
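Measured by: Kinase-Glo luciferase luminescence reporting remaining unconsumed ATP. Material: purified T. brucei MetRS enzyme. Doses: 11.9 µM compound single dose, 0.9% DMSO. Medium: HEPES buffer containing pyrophosphatase, BSA, spermine, DTT. Times: 15 min preincubation, 2 h reaction, all 25 °C. Reagent: methionine, ATP and bulk E. coli tRNA.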
DNMT1 inh – inhibitors of human DNMT1; actives 0.83% (n = 360,000); AID 588458; DNMT1 molecular beacon, Hinp1I cleavage, fluorescence; inhibition (reported as % activation of signal), % at 10 µM; P26358; in the data active means inhibition above about 50%
Scp-1 inhibitor – blocks human Scp-1 phosphatase activity; AID 493091; inhibition, % at 20 µM; Recombinant Scp1, phosphopeptide, malachite green phosphate absorbance; actives 0.88% (n = 340,000); Q9GZU7;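 active means inhibition above about 50% at 20 µM, limit read from the data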;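 further: plate controls were DMSO wells with enzyme for no effect and wells lacking enzyme for full effect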
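Test system: SCP-1 catalytic domain; Buffer or medium: Acidic Tris acetate buffer with magnesium and detergent; Also added: Phosphorylated 17-residue peptide substrate; Compound: single 20 µM dose, 1% DMSO; Schedule: enzyme reaction 45 min at room temperature, colour 5 min, stabilisation 30 min; Signal: Phosphate-binding colour reagent, absorbance read at 630 nm.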
Rpn11 inh – Rpn11 (human) deubiquitinase inhibition; O00487; human 26S proteasome, Ub4-pepOG fluorescence polarization; 20S core pre-blocked with epoxomicin; calls only at 20 µM; actives 0.59% (n = 360,000); AID 588493;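 active means inhibition at 20 µM, scaled to each plate's controls, above about 33%, limit read from the data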
Target sequence (O00487 whole entry, looked up): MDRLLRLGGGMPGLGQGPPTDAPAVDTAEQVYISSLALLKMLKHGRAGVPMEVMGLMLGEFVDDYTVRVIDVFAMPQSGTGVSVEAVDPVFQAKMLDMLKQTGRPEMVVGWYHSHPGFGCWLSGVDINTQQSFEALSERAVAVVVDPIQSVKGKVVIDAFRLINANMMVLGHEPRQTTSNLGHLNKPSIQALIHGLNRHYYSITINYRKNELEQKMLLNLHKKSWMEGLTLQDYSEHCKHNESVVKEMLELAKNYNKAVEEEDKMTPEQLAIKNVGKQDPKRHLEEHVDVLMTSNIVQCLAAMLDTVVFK
Active calls of the source: *; i = inactive; . = no result given.

mol	Rpn11 inh	MLLE-PAM2 inh	Scp-1 inhibitor	LMPTP inh	NadD inh	SUMO1-SIM PPI	DNMT1 inh	STEP inh	CSN inh	TbMetRS inhib
N#Cc1ccc(S(=O)(=O)NC2CCCCNC2=O)cc1 (stereo not drawn)	i	10	-6	-0.1	-3	2	1	-3	3	-0.6
O=C(CN1CCN(S(=O)(=O)c2cc(Cl)ccc2Cl)CC1)c1ccc(O)c(O)c1	i	2	16	49	3	-2	2	4	4	-0.7
CCOC(=O)N1CCN(C(=O)CNC2CCCCCCC2)CC1	i	4	-6	-0.6	-3	4	0	-1	0	-0.4
CCOC(=O)c1cc(-c2cccc([N+](=O)[O-])c2)nc2[nH]c(=O)[nH]c(=O)c12	i	21	-3	-1.5	18	-17	1	3	-4	-0.1
Cc1ccc(N2C(=O)C(Cl)=C(N3CCOCC3)C2=O)c(C)c1	i	8	-1	1.0	2	-12	4	3	1	-1.4
COc1cccc(C2CC(=O)Nc3c2c(=O)n(C)c(=O)n3C)c1OC (stereo not drawn)	i	8	-3	-1.9	1	3	4	0	1	-0.4
O=C(O)c1ccc(CSc2nnc(-c3ccncc3)n2-c2ccc(Cl)cc2)cc1	i	-39	3	0.6	0	1	4	-3	2	-0.5
CCOC(=O)c1ccc(-c2c(-c3ccccc3OC)sc3cc4c(cc23)OCO4)cc1F	i	-29	3	3.3	5	-2	4	0	-1	-0.4
O=Cc1cn(CC(=O)Nc2ccc3c(c2)OCO3)c2ccccc12	i	-2	-11	0.2	4	4	-4	-1	2	-0.1
O=C(c1ccc([N+](=O)[O-])cc1)N1CCc2ccccc2C1	i	4	-7	-0.7	-4	-24	20	0	2	-0.4
COC(=O)c1ccc2c(=O)n(CCCCCC(=O)NCCNC(C)=O)c(=O)[nH]c2c1	i	3	-6	-0.8	-2	-3	0	-1	-4	-0.4
COc1ccc(OCC(=O)Nc2c3c(nn2-c2ccccc2)CS(=O)(=O)C3)cc1	i	5	-2	0.0	-5	-1	2	0	-1	-0.6
C=CCC1(C#N)C(=S)NC(C)=C(C(=O)OCC)C1c1ccccc1 (stereo not drawn)	i	14	-3	-0.2	-6	-2	0	1	-3	-0.4
O=C(Cc1ccc([N+](=O)[O-])cc1)N1CCN=C1SCc1ccccc1	i	10	-3	-1.0	3	-9	4	2	-1	1.1
COc1ccccc1CNC(=O)CN1C(=O)c2ccccc2S1(=O)=O	i	6	-1	-0.9	0	-1	1	0	0	0.2
COCCNC(=O)c1cc(-c2ccccc2C)nn1CC1CC(c2cccnc2)=NO1 (stereo not drawn)	i	-16	0	2.4	4	-1	8	-4	5	-0.3
CC(c1ccccc1)N1C(=O)NC(NC(=O)c2cccnc2)(C(F)(F)F)C1=O (stereo not drawn)	i	4	-4	-1.3	0	-3	2	0	7	-0.2
O=C1OCc2ccc(NC(=O)c3ccccc3C(=O)O)cc21	i	5	4	0.2	-4	5	-2	2	-1	-0.2
Cc1cc(C)n2c(SCC(=O)Nc3cccc(S(N)(=O)=O)c3)nnc2n1	i	-2	-7	-1.7	2	6	-1	-1	0	-0.2
Cc1ccc(NC(=O)CCC(=O)OCC(F)(F)C(F)F)cc1	i	-1	-4	-0.2	-1	-1	18	-3	5	-0.3
CCC(C)C(N)C(=O)NC(CCC(=O)OCc1ccccc1)C(N)=O (stereo not drawn)	i	-11	-15	0.8	-1	-2	0	-1	-5	-0.4
CC(C)n1c(O)c(N=NC(=O)c2ccccc2NS(=O)(=O)c2cccs2)c2ccccc21	i	19	-3	0.5	27	-7	-1	0	0	-0.5
Cc1cc(C)n(-c2ccc(NC(=O)C3CCN(Cc4ccc(C)o4)CC3)cc2)n1	i	-5	0	0.7	-10	0	0	-4	-3	-0.6
O=C(NN=C1CCCC1)c1cc(-c2ccccc2)n[nH]1	i	-4	2	0.6	1	-6	2	-2	-6	-1.3
Cc1ccc(C(=O)NCC2CCCO2)o1 (stereo not drawn)	i	0	-7	-1.4	-3	4	5	3	-2	0.1
O=C(/C=C/CCc1ccc2c(c1)OCO2)N1CCCCC1	i	-2	7	-0.7	2	3	-2	1	6	1.1
O=C(O)CSc1ccc2nnc(-c3cccnc3)n2n1	i	15	-3	-1.4	-4	16	2	0	4	-0.8
C#CCNC(=O)C1=C[C@@H](c2ccc(C(F)(F)F)cc2)C[C@@H](OCCCCO)O1	i	-20	-6	-0.8	0	-6	-16	-1	6	-0.3
CCn1c(CC(=O)Nc2ccccc2)nnc1SCC(=O)NC1=NCCS1	i	6	2	-1.1	-1	-3	2	-2	2	-0.9
Cc1ccc(S(=O)(=O)N2CCN(C)CC2)c(C)c1N(C)S(=O)(=O)c1ccc(Cl)cc1	i	3	-6	-0.3	-6	2	8	-4	-3	-1.9

Entries of single compounds, looked up by structure. Order of values: Rpn11 inh, MLLE-PAM2 inh, Scp-1 inhibitor, LMPTP inh, NadD inh, SUMO1-SIM PPI, DNMT1 inh, STEP inh, CSN inh, TbMetRS inhib
`O=C(/C=C/CCc1ccc2c(c1)OCO2)N1CCCCC1` across the screens: i, -2, 7, -0.7, 2, 3, -2, 1, 6, 1.1
`O=C(O)CSc1ccc2nnc(-c3cccnc3)n2n1` across the screens: i, 15, -3, -1.4, -4, 16, 2, 0, 4, -0.8
`O=C(NN=C1CCCC1)c1cc(-c2ccccc2)n[nH]1` across the screens: i, -4, 2, 0.6, 1, -6, 2, -2, -6, -1.3
`CC(c1ccccc1)N1C(=O)NC(NC(=O)c2cccnc2)(C(F)(F)F)C1=O` (stereo not drawn) across the screens: i, 4, -4, -1.3, 0, -3, 2, 0, 7, -0.2

Next part
mol	Rpn11 inh	MLLE-PAM2 inh	Scp-1 inhibitor	LMPTP inh	NadD inh	SUMO1-SIM PPI	DNMT1 inh	STEP inh	CSN inh	TbMetRS inhib
CNC(=O)CN(CCc1ccccc1)S(=O)(=O)c1ccc(OC)cc1	i	-46	5	-1.4	-4	0	2	0	-4	-1.0
CC1(C)C(=O)OC(c2cccs2)C2(CCCCC2)C1=O (stereo not drawn)	i	3	-2	-2.1	-1	3	3	0	-4	0.3
Cn1nnnc1SCc1ccc(F)cc1	i	3	-4	0.5	-3	3	2	-4	7	-1.8
CCOC(=O)C1C(c2cccc(Cl)c2Cl)NC(=O)NC1(O)C(F)(F)F (stereo not drawn)	i	13	-6	-0.7	-3	-3	2	-2	0	-0.8
C/C(N)=C(/C#N)C(=O)CSc1nc2ccccc2c(=O)n1-c1ccc(C)c(Cl)c1	i	-9	1	2.3	7	2	-12	-1	2	0.1
COc1ccc(NC(=O)CN2c3cccc4cccc(c34)S2(=O)=O)cc1OC	i	-4	.	0.5	-4	-14	-9	0	-5	0.1
COc1ccc(OC)c(-c2cc(C(=O)NCCCn3ccnc3)no2)c1	i	-4	-7	-5.2	-7	-3	1	2	-6	-0.5
CCOC(=O)C1C(C(C)=O)=C(c2ccccc2)c2ccccc2N1S(=O)(=O)C(F)(F)F (stereo not drawn)	i	-25	88*	0.9	1	-5	9	0	3	-0.7
C=CCn1c(SCC(=O)Nc2ccc(NC(=O)c3ccco3)c(OC)c2)nnc1-c1ccncc1	i	-4	-13	-0.5	8	7	-8	2	2	-1.0
Cc1cccc2cc(CN(CCc3ccccc3)C(=O)N3CCOCC3)c3nnnn3c12	i	-14	5	-2.2	-1	1	8	-1	2	-0.8
O=C(COc1ccc(Cl)cc1)NCc1nnc(SCC(=O)NCc2ccc3c(c2)OCO3)o1	i	-5	-5	-0.4	-3	1	0	2	4	0.3
Cn1cnc([N+](=O)[O-])c1S(=O)(=O)Nc1ccccc1	i	-2	-10	-0.1	1	-7	1	-2	-6	0.0
O=C(COC(=O)c1cnc(Cl)c(Cl)c1)Nc1cccc(S(=O)(=O)N2CCOCC2)c1	i	-28	-5	-0.6	-3	31	-2	-1	-3	0.2
CCCOC(=O)C1=C(C)NC(=O)NC1c1cc2c(cc1Br)OCO2 (stereo not drawn)	i	4	-4	1.8	1	4	0	1	6	1.3
O=C(CNC(=O)c1cccs1)Nc1ncccc1O	i	4	-6	-1.7	2	0	-3	2	-1	-0.3
CCC(C)NS(=O)(=O)c1ccc(NC(=O)Cc2ccc(OC)cc2)cc1 (stereo not drawn)	i	2	-2	1.1	4	3	-1	1	8	-0.6
Cc1ccc(S(=O)(=O)NNC(=O)c2sccc2-n2cccc2)cc1	i	-6	-17	-1.8	0	3	-1	-1	-8	-0.2
Oc1ccc(C2=CSC3=NCCN23)cc1O	i	15	-17	4.6	-3	3	6	2	-2	-0.1
COc1cccc(C(=O)NNC(=O)c2cccc(F)c2)c1	i	-1	-6	-2.3	-6	4	-2	-3	-3	-0.5
CCOc1ccc(N2C(=O)/C(=C\c3ccccc3OC)S(=O)(=O)C2c2cccc([N+](=O)[O-])c2)cc1 (stereo not drawn)	i	4	-17	0.6	16	1	-8	0	1	-0.3
COc1ccc(C(c2nnnn2C2CCCCC2)N2CCN(c3ccc(OC)cc3)CC2)cc1 (stereo not drawn)	i	-6	5	1.1	16	-2	-1	3	6	-0.7
Cc1cc(OCC(=O)Nc2ccccc2N2CCCCC2)ccc1C(C)C	i	-3	2	5.0	19	8	4	4	3	-0.3
COc1cccc(SCc2noc(C(=O)NC(C)C)c2C(=O)O)c1	i	5	-2	-1.8	-3	6	3	-2	2	-0.1
Cc1ccc(NC(=S)NCCN2CCOCC2)cc1F	i	-23	-7	-1.0	-5	0	0	2	-7	-0.5
O=C(Nc1ccccc1)c1ccc(N2CCN(c3ccccc3)CC2)c(S(=O)(=O)N2CCOCC2)c1	i	-4	0	0.4	13	3	-15	-2	4	0.4
OC(COC1CCCCC1)CN1CCCCC1 (stereo not drawn)	i	5	55*	1.4	-1	-1	0	2	3	-0.6
CCOC(=O)N1CCN(C(=O)CCCn2c(=O)[nH]c3ccccc3c2=O)CC1	i	-11	-11	-1.9	7	0	3	-4	-2	-0.4
CC1CN(C(=O)CCC(=O)NCc2ccccc2)c2ccccc2O1 (stereo not drawn)	i	-9	-9	1.2	2	-3	1	0	4	0.2

Random draw from the library; 3.6% or so of the library scored in one or more.
